SENP8 block-1 – SENP8 protease inhibitors, primary screen, biochemical, luminescence; Sentrin-specific protease 8 (Homo sapiens), Q96LD8; purified SENP8, Z-RLRGG-aminoluciferin cleavage; inhibition, % at 10 µM; hit rate 1.2% among 330,000; AID 2540, 2010; in the data active = inhibition above about 50%
Target sequence (Q96LD8 whole entry, looked up): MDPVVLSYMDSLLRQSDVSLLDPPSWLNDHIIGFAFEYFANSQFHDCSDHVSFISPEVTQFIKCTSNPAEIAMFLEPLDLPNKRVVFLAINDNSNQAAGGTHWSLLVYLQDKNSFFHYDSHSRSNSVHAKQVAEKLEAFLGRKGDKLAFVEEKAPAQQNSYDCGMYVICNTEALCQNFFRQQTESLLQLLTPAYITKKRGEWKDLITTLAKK
HKDC1 inh – HKDC1 hexokinase inhibitors, primary screen, biochemical, fluorescence, uHTS; Q2TB90; recombinant HKDC1, G6PDH/diaphorase resazurin coupled fluorescence; inhibition, % at 20 µM; hit rate 0.16% among 340,000; AID 493160, 2011;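 active = inhibition above about 35% when tested at 20 µM, limit read from the data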;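 also: plate controls were DMSO wells with enzyme for no effect and DMSO wells lacking enzyme for full effect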
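Test system: recombinant HKDC1 (HK5) hexokinase enzyme, produced in-house; Amount: enzyme 5 µg/mL final; Buffer or medium: Tris pH 8.0 buffer with MgCl2, Tween-20, BSA, BME; Reagent: glucose and ATP substrates; Doses: 20 µM test compound, 1% DMSO; Incubation: 90 min reaction incubation at room temperature, dark; Detection: resorufin fluorescence at 613 nm.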
SENP1 inh – human SENP1 catalytic domain inhibitors, primary screen, biochemical, FRET, uHTS; hit rate 0.21% among 360,000; inhibition, % at 10 µM; recombinant SENP1 catalytic domain, CyPet-SUMO1-YPet FRET cleavage; Sentrin-specific protease 1 (Homo sapiens), Q9P0U3;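 active = inhibition at least 30% at 10 µM, raw YFP signal under a set limit, fluorescence ratio 0.5 to 1.5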;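 also: 0% = enzyme with DMSO and 100% = no enzyme wells; some results filed as inactive read as strong as hits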
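Assay system: hSENP1 catalytic domain, recombinant. Amount: SENP1 enzyme, 20 pM final. Schedule: 50 min reaction, RT, dark. Technique: FRET, CFP and YFP emission. Control set: no-enzyme wells low, DMSO-plus-enzyme wells high control.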
PfG6PD inh – PfG6PD enzyme inhibitors, primary screen, biochemical, fluorescence intensity, uHTS; PfGluPho enzyme, NADPH resazurin-diaphorase fluorescence; inhibition, % at 20 µM; glucose-6-phosphate dehydrogenase-6-phosphogluconolactonase (Plasmodium falciparum 3D7); hit rate 0.78% among 350,000;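 active = inhibition reaching at least a set limit at 20 µM in the primary screen, cut at about 59% in these data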;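 also: 0% = DMSO wells with substrate and 100% = DMSO wells lacking glucose-6-phosphate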
SENP8 block-2 – human SENP8 protease inhibitors, primary screen, biochemical, fluorescence, Nedd8 protein substrate, uHTS; inhibition, % at 20 µM; AID 602440, 2012; Sentrin-specific protease 8 (Homo sapiens), Q96LD8; recombinant SENP8; hit rate 0.64% among 360,000; in the data active = inhibition mostly above about 40%, no sharp cut-off; inactive = mostly below about 27%
SENP6 inh – SENP6 protease inhibitors, primary screen, biochemical, luminescence, uHTS. Sentrin-specific protease 6 (Homo sapiens), Q9GZR1. Recombinant SENP6 catalytic domain, aminoluciferin luminescence. inhibition, % at 10 µM. hit rate 1.8% among 330,000. AID 2599, 2010;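 active = inhibition above about 50% at the single tested dose, limit read from the data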;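 also: plate controls were DMSO wells with enzyme for no effect and DMSO wells lacking enzyme for full effect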
Target sequence (Q9GZR1 628-1112 limits assumed): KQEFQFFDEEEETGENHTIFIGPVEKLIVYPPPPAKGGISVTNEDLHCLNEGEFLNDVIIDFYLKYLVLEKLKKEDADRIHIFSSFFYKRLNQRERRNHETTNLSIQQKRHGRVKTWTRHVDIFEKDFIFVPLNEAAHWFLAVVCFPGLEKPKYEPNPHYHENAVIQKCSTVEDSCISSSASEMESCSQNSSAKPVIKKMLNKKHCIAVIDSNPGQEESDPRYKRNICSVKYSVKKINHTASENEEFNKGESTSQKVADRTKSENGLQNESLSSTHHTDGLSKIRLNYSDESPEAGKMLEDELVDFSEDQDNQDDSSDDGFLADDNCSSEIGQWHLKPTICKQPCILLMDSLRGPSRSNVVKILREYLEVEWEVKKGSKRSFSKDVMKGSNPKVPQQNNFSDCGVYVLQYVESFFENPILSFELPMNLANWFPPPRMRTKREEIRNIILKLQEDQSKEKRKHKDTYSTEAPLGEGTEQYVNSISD
Apaf-1 inh – inhibitors of human Apaf-1 apoptosome, primary screen, biochemical, DEVD-Rh110 fluorescence, uHTS; reconstituted apoptosome caspase-3 activity; inhibition, % at 20 µM; hit rate 0.71% among 330,000; active = inhibition of at least 40% at 20 µM;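 also: plate controls were DMSO wells for no effect and DEVD-CHO caspase inhibitor wells for full effect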
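Assay system – apoptosome proteins · Medium – Hepes buffer, pH 7.5 · Also added – cytochrome c with DEVD-Rh110 · Timing – 30 min compound preincubation, 50 min activation, room temperature · Detection – Rh110 fluorescence, excitation 480 nm, emission 540 nm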
SENP7 block – SENP7 protease inhibitors, primary screen, biochemical, luminescence, uHTS | AID 434973, 2010 | inhibition, % at 5 µM | Sentrin-specific protease 7 (Homo sapiens), Q9BQF6 | recombinant SENP7, Z-RLRGG-aminoluciferin luminescence, 40 min | hit rate 1.5% among 330,000;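 active = inhibition above about 50% at the single test dose, limit read from the data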;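 also: plate controls were DMSO with enzyme for no effect and no enzyme buffer wells for full effect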
Target sequence (Q9BQF6 706-1050 limits assumed): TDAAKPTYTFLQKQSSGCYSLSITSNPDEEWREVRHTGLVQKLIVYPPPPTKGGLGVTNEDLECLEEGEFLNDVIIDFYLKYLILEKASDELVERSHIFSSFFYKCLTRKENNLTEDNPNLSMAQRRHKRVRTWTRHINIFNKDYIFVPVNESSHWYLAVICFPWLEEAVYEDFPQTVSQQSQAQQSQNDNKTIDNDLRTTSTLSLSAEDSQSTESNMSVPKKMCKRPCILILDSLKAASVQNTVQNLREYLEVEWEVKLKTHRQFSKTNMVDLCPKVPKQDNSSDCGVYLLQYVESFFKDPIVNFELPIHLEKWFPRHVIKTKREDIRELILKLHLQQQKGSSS
Numbers without * were called inactive; i = inactive; x = not tested or not shown.

| compound | HKDC1 inh | SENP6 inh | SENP8 block-1 | SENP1 inh | Apaf-1 inh | SENP7 block | SENP8 block-2 | PfG6PD inh |
| --- | --- | --- | --- | --- | --- | --- | --- | --- |
| CS(=O)(=O)N(CC(=O)Nc1ccccc1C(=O)N1CCCC1)c1cccc([N+](=O)[O-])c1 | -3 | -6 | -7 | 6 | -71 | -10 | 0 | -2 |
| CC(C)(C)c1ccc(OCC(=O)O)cc1 | 2 | 14 | -2 | 1 | -1 | -6 | 17 | 3 |
| CCCn1c(N)c(Sc2ccc(Cl)cc2)c(=O)n(CCC)c1=O | -4 | -8 | -5 | -2 | 5 | 2 | 22 | -22 |
| CCOC(=O)c1c(C)cc(=O)oc1C | -4 | 4 | 7 | 2 | -6 | -2 | 19 | -2 |
| O=[N+]([O-])c1ccc2c(c1)c(-c1ccccc1)nc1nncn12 | 5 | x | x | -1 | x | x | 7 | 0 |
| CS(=O)(=O)N(CC(=O)NN=C1CCCCCC1)c1ccc(Oc2ccccc2)cc1 | -9 | -9 | 1 | 1 | 9 | -1 | 1 | -13 |
| CCCCc1nc(N2CCOCC2)c(C#N)c2c1CCCC2 | 1 | 0 | 7 | -1 | 11 | 2 | i | -25 |
| Cc1ccc(CNC(=O)c2ccccc2NS(=O)(=O)c2ccc(Cl)nc2)cc1 | -2 | 1 | 8 | -1 | 6 | -3 | -107 | -18 |
| Cc1ccc(CN2CCCC(C(=O)N3CCCC3)C2)cc1 (stereo not drawn) | -7 | 0 | 3 | 2 | -6 | 2 | 16 | 9 |
| CCN(C(=O)c1ccco1)c1nnc(-c2cccnc2)s1 | 1 | 9 | -3 | -1 | 4 | 0 | -6 | -1 |
| O=C(COc1ccccc1)N=C1SC2CS(=O)(=O)CC2N1CCc1ccccc1 (stereo not drawn) | -2 | 0 | 3 | 1 | 13 | 2 | 8 | 3 |
| CCN(CC)C(=O)Oc1ccc2c(=O)c(-c3ccc(OC)cc3)c(C)oc2c1 | -7 | 6 | -5 | 1 | 7 | 5 | 9 | 21 |
| CC(C)(C)NC(=O)CSc1nnc(NC(=O)CCn2cnc3ccccc3c2=O)s1 | -1 | -9 | -6 | -1 | -7 | 10 | -1 | -12 |
| Cc1cc(C)cc(N(CC(=O)NCCSCc2ccccc2)S(C)(=O)=O)c1 | -10 | 5 | 5 | 3 | 13 | 4 | 10 | 0 |
| COCC1CCCCN1C(=O)c1ccc2nc(Cc3ccc(OC)c(OC)c3)oc2c1 (stereo not drawn) | -13 | 0 | 4 | -1 | 8 | -1 | 8 | 3 |
| Cc1ccc(C)c(N2CCN(C(=O)c3cc(S(=O)(=O)N4CCOCC4)cn3C)CC2)c1 | -1 | -20 | -6 | 3 | 6 | 14 | 9 | -2 |
| Cc1noc(C(=O)Nc2cccnc2Cl)c1Cl | -2 | 14 | -2 | 0 | -5 | 0 | 18 | 2 |
| CCCOC1CCCN(C(=O)c2cc(Cl)c(Cl)cc2C(=O)O)C1 (stereo not drawn) | -3 | -3 | -3 | -1 | -1 | 8 | 13 | -6 |
| CC(OC(=O)Cc1c[nH]c2ccccc12)C(=O)Nc1ccccc1[N+](=O)[O-] (stereo not drawn) | 10 | -4 | 0 | 1 | 10 | -1 | 5 | -2 |
| NNC(=O)CCCNc1ncc(C(F)(F)F)cc1Cl | -4 | 0 | 5 | 2 | 5 | 7 | 6 | -9 |
| O=C(c1ccco1)N1CCN(S(=O)(=O)/C=C/c2ccccc2)CC1 | -4 | -9 | 1 | -2 | -5 | -5 | 13 | -2 |
| S=c1nc(-c2ccccc2)c(-c2ccccc2)n[nH]1 | 1 | -16 | -6 | 1 | -11 | -4 | 26 | 17 |
| O=C(COc1cc2oc(=O)c3c(c2cc1Cl)CCC3)NCCN1CCOCC1 | 0 | -18 | -13 | -1 | -1 | 12 | -30 | 9 |
| O=C(c1nnc(-c2ccccc2)o1)C1CC1 | -5 | -14 | 1 | 1 | -9 | 2 | 24 | -9 |
| COc1cc(/C=C/C(=O)NC(=O)c2ccccc2O)ccc1OC(C)=O | -5 | 13 | 10 | 9 | 6 | 11 | -101 | 6 |
| O=C(CCNC(=O)c1ccc([N+](=O)[O-])cc1)Nc1ccc(F)c(F)c1F | -6 | 27 | 3 | 0 | 1 | 0 | 2 | -6 |
| CCN(CC)S(=O)(=O)c1ccc(N2CC(C(=O)N3CCOCC3)CC2=O)cc1 (stereo not drawn) | -4 | -14 | -2 | -1 | -9 | 0 | 0 | 5 |
| CN(C)S(=O)(=O)N(CC(=O)NCc1ccccc1)c1ccccc1 | -11 | -19 | -6 | 2 | -13 | 6 | 6 | -8 |
| CC1=NN(c2ccc(F)cc2)C(=O)C1C(c1cccc(O)c1)c1c(C)[nH]n(-c2ccc(F)cc2)c1=O (stereo not drawn) | 1 | 23 | 27 | 2 | 91* | 58* | 90* | -40 |
| O=c1c2cc3c(cc2[nH]c(=S)n1C1CCN(Cc2ccccc2)CC1)OCO3 | -2 | 16 | 2 | -1 | -5 | 1 | 7 | 25 |

Three structures from above, sorted by molar mass, rising:
| compound | HKDC1 inh | SENP6 inh | SENP8 block-1 | SENP1 inh | Apaf-1 inh | SENP7 block | SENP8 block-2 | PfG6PD inh |
| --- | --- | --- | --- | --- | --- | --- | --- | --- |
| Cc1noc(C(=O)Nc2cccnc2Cl)c1Cl | -2 | 14 | -2 | 0 | -5 | 0 | 18 | 2 |
| CC(OC(=O)Cc1c[nH]c2ccccc12)C(=O)Nc1ccccc1[N+](=O)[O-] (stereo not drawn) | 10 | -4 | 0 | 1 | 10 | -1 | 5 | -2 |
| O=C(COc1cc2oc(=O)c3c(c2cc1Cl)CCC3)NCCN1CCOCC1 | 0 | -18 | -13 | -1 | -1 | 12 | -30 | 9 |

Going on with the list.
| compound | HKDC1 inh | SENP6 inh | SENP8 block-1 | SENP1 inh | Apaf-1 inh | SENP7 block | SENP8 block-2 | PfG6PD inh |
| --- | --- | --- | --- | --- | --- | --- | --- | --- |
| COc1ccc(/C=N/N(C)C2=NS(=O)(=O)c3ccccc32)cc1 | -5 | -5 | 2 | -72 | 2 | 5 | -151 | 0 |
| Nc1ccccc1SC1CC(=O)N(c2ccc3c(c2)OCO3)C1=O (stereo not drawn) | -2 | 11 | 1 | -1 | -12 | 6 | 4 | -8 |
| Cc1[nH][nH]c(=O)c1C(c1ccc(O)c(Br)c1)c1c(C)[nH][nH]c1=O | 2 | 12 | -7 | 4 | 12 | -8 | 12 | -8 |
| Cc1cc(-c2ccccc2)nc(N(C)N)c1S(C)(=O)=O | -7 | -2 | -7 | 3 | 6 | -2 | -371 | -6 |
| CC(NC(=O)c1ccccc1OC(F)F)c1ccc(-n2ccnc2)cc1 (stereo not drawn) | 1 | 7 | 7 | 1 | 7 | -5 | 4 | -2 |
| O=C(Nc1ccccc1Cl)NC1(C(=O)NCC2CCCO2)CCCCC1 (stereo not drawn) | -6 | 14 | 6 | 2 | -1 | 4 | 8 | -11 |
| CCOc1ccc(C(=O)NCC(=O)N2CCC3(CC2)NCCc2[nH]cnc23)cc1 | -1 | -19 | -10 | 0 | -2 | -13 | 14 | 6 |
| Cc1cccc(S(=O)(=O)Nc2ccncc2)c1 | 2 | -17 | -1 | 1 | -11 | 3 | 17 | -6 |
| COc1ccc(CN(C(=O)c2snc(C(N)=O)c2N)C(C(=O)NC2CCCC2)c2ccco2)cc1 (stereo not drawn) | 1 | -8 | 1 | -13 | 1 | -2 | -312 | -4 |
| Cc1ccc(CCSCC(=O)O)cn1 | 2 | -9 | -8 | 1 | -1 | -8 | 18 | -5 |
| CN(C(=O)c1cccc(NC(=O)Cc2ccc(NC(=O)C3CCN(S(=O)(=O)c4cccc([N+](=O)[O-])c4)CC3)cc2)c1)C1CC1 | -1 | x | x | 1 | x | x | 0 | 13 |
| COC(=O)C1CCN(C(=O)CN2C(=O)c3ccccc3S2(=O)=O)CC1 | 0 | -8 | -1 | 1 | 3 | -2 | 11 | -16 |
| N#Cc1ccc(Oc2nc(C#N)cc(-c3ccccc3)n2)cc1 | 4 | 3 | -1 | 1 | 22 | 0 | 15 | 8 |
| Cc1c(/C(O)=C2/C(=O)C(=O)N(CCN3CCOCC3)C2c2cccs2)cnn1-c1ccccc1 (stereo not drawn) | -2 | 1 | -10 | -2 | -424 | 8 | -58 | -17 |
| Cc1ccc(O)c(NC(=O)COc2cc(C)ccc2C)c1 | -1 | -8 | 8 | -3 | -2 | 3 | 9 | 12 |
| COCCN1CCN(c2c3c(nc4cc(-c5cccc(F)c5)nn24)CCC3)CC1 | -1 | -8 | -4 | -4 | 13 | -4 | -211 | 14 |
| O=C(CSc1nccc(=O)[nH]1)Nc1cccc2ccccc12 | -4 | -12 | 6 | 2 | -1 | 4 | 0 | -6 |
| NCCCC[C@@H](C(=O)N1CCNCC1)n1cc([C@@H](N)CC(N)=O)nn1 | -4 | 4 | -2 | -1 | 1 | 1 | 10 | -3 |
| CC(Sc1nnc(NC2CCCCC2)s1)C(=O)N1CCOCC1 (stereo not drawn) | -1 | 12 | -1 | -1 | 4 | 4 | 14 | -10 |
| Cc1ccc(C(=O)NNC(=O)CCC(=O)NCc2ccccc2)cc1Br | -3 | -12 | -5 | 0 | -3 | 11 | 9 | -9 |
| CCCC(C)NNC(=O)c1cc2ccccc2[nH]1 (stereo not drawn) | 0 | 4 | -12 | -1 | -3 | 1 | 2 | -9 |
| Cc1ccc(S(=O)(=O)NNC(=O)c2ccoc2C)cc1 | 1 | 12 | -3 | 3 | -4 | 8 | 29 | -17 |
| CN1CCC(N(C)C(=O)c2cc(S(=O)(=O)N(C)c3ccccc3)ccc2Cl)CC1 | -1 | 7 | 11 | 0 | -6 | 0 | 13 | -3 |
| COc1ccc(CCN=C(N)NS(=O)(=O)c2cc(F)ccc2OC)cc1 | -3 | 0 | 4 | 1 | 6 | 4 | 6 | 3 |
| CCN1CCN(C(=O)NC2CC(=O)N(c3ccc(OC)cc3)C2)CC1 (stereo not drawn) | -8 | 7 | -3 | 2 | -13 | 11 | 31 | 7 |
| CC1(C(=O)Nc2ccc3c(c2)OCO3)CC1(Cl)Cl (stereo not drawn) | -4 | -14 | -9 | 0 | 7 | 13 | 4 | -4 |
| CCc1nc(SCC(=O)N2CCCCC2)c2c(=O)n(C)c(=O)n(C)c2n1 | -7 | -12 | -3 | -10 | 0 | 1 | 1 | 18 |
| COC(=O)c1sc(NC(=O)COc2c(C)cccc2C)nc1C | 1 | -4 | 4 | 1 | 6 | 9 | 10 | -16 |
| Cc1c(Cl)cccc1NC(=O)CNC(=O)c1ccc2c(c1)OCCO2 | 0 | -6 | 0 | -3 | -6 | 0 | 8 | -10 |
| C=CC[C@H](CC(=O)NCCO)C(=O)N[C@H](COC(=O)[C@@H](CC=C)CC(=O)OC(C)(C)C)Cc1ccccc1 | -5 | -13 | -9 | 1 | 5 | -16 | 10 | -1 |
| CC12CNCC(C)(CN(C(c3ccccc3)c3ccccc3)C1)C2 | -4 | 3 | 2 | 0 | 21 | 4 | 17 | 1 |
| COCCCn1c(=O)/c(=C\c2ccccc2OC(F)F)s/c1=C(/C#N)C(N)=O | -1 | -32 | -5 | -1 | 11 | 13 | -64 | 5 |
